# FLuc modulator – firefly luciferase modulation, counter-screen for miR-21 project; P08659; purified FLuc, Km substrates, luminescence inhibition; Potency, µM (doses to about 57.5 µM), inactives show at the top dose activity change, negative = inhibition, hits mostly inhibitors; 360,000 compounds, 6.9% hits; AID 588342;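 also: plate controls were vehicle for no effect and reference inhibitor for full effect; nearly all actives have a fitted effect of over 55% in size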
#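 Purified P. pyralis luciferase, 10 nM final, with Km-level 10 uM D-luciferin and 10 uM ATP in 50 mM Tris acetate pH 7.5, 10 mM Mg acetate, 0.01% Tween-20, 0.05% BSA; 6-point qHTS titration about 60 µM downward; luminescence read.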
# p53 reactivator – mutant p53 re-activation in reporter cells; H1299 p53-A138V BP100-luciferase reporter, luminescence, 24 h; Potency, µM (titrated, usually from 92.2 µM), inactives show at the top dose activity change, positive = activation, hits mostly activators; 320,000 compounds, 0.063% hits; AID 504706; also: % of control where 0% means no effect; nearly all actives have a fitted effect of over 45% in size
#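 p53-null H1299 cells stably carrying temperature-sensitive p53-A138V and a BP100-luciferase reporter were pinned with compounds (4-point, 1:5 series) and held 24 hrs at 37 deg C. Luminescence was read 10 min after detection reagent.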
# MLL CXXC-DNA inh – inhibitors of human MLL CXXC domain-DNA interaction | Q03164 | MLL-CXXC / FITC-HOXA9 DNA fluorescence polarization | Potency, µM (series often up to 115 µM), for the others: at the top dose activity change, negative = inhibition, hits mostly inhibitors | 290,000 compounds, 0.037% hits | AID 2662; active = well fitted inhibition curve with a large enough effect in the polarisation, with a control signal flat, not every such curve was filed as active; inconclusive = small, poorly fitted or top-dose-only effect, or effect the other way, or a change in a side signal; inactive = no such curve, though single readings can be large or run the other way; the % refers to the polarisation
#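 Fluorescence polarization: 7 uM MLL-CXXC (stock) preincubated 5 min with compounds, then 50 nM fluorescein-HOX-A9 DNA (stock) added; 30 min ambient. Buffer 50 mM Tris-HCl pH 7.5, 50 mM NaCl, 1 mM DTT, 0.05% BSA.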
# ELG1 genotoxic – genotoxicity induction in ELG1-luciferase HEK293T cells; HEK293T ELG1-luciferase reporter, luminescence, 16 h; 330,000 compounds, 1.3% hits; Potency, µM (series often up to 46 µM), for inactives: at the top dose activity change, positive = activation, most hits filed as activators; also: % of control where 0% means no effect; nearly all actives have a fitted effect of over 60% in size
#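 Genotoxic stress is detected as increased luminescence from luciferase-tagged ELG1 in HEK293T cells, measured with ONE-Glo after a 16 hr treatment at 37 °C.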
# uPA surface inh – blocks generation of uPA at the cell surface; cell surface uPA generation assay, qHTS; 330,000 compounds, 0.31% hits; Potency, µM (top dose mostly 38.3 µM), for the others: at the top dose activity change, negative = inhibition, usual class: inhibitors; active = well fitted inhibition curve with a large enough effect; inconclusive = small, poorly fitted or top-dose-only effect; inactive = no such curve, though single readings can be large or run the other way; tested in mouse RAW 264.7 cells; also: % is scaled to controls: 0 for no effect and ±100 for the full control effect; nearly all actives have a fitted effect of over 55% in size
# NPC1 promoter act – activators of NPC1 promoter; Huh7 NPC1 promoter luciferase reporter, 24 h; Potency, µM (top dose mostly 9.22 µM), for the others: top-dose activation, actives largely listed as activators; 320,000 compounds, 2.4% hits; AID 485313;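 also: % of control where 0% means no effect; nearly all actives have a fitted effect of over 60% in size; reporter is driven by a mutant NPC1 promoter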
#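 Luciferase expression driven by the NPC1 promoter was measured in stably transfected Huh7 cells after a 24 h compound incubation, using a luciferase reagent and a luminescence read.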
# VP16 counter – counter-screen for ROR gamma inhibitors: Gal4-VP16 reporter; Drosophila S2 Gal4-VP16 UAS-luciferase, luminescence, 20 h; AID 2546; Potency, µM (highest dose often 53.6 µM), for inactives: at the top dose activity, negative = inhibition, hits mostly inhibitors; 310,000 compounds, 3.5% hits;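 also: Gal4-VP16 expression switched on by copper sulfate through the metallothionein promoter; % is scaled to controls: 0 for no effect and ±100 for the full control effect; nearly all actives have a fitted effect of over 50% in size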
# MBNL1 CUG block – inhibitors of human MBNL1 binding to CUG repeat RNA. Q9NR56. TR-FRET MBNL1-His/biotin-(CUG)12 binding, 665/545 ratio. Potency, µM (doses to about 57.5 µM), inactives show top-dose activity change, negative = inhibition, actives largely listed as inhibitors. 280,000 compounds, 0.036% hits; active = well fitted inhibition curve with a large enough effect in the signal ratio, with a control signal flat, not every such curve was filed as active; inconclusive = small, poorly fitted or top-dose-only effect, or effect the other way, or a change in a side signal; inactive = no such curve, though single readings can be large or run the other way; the % refers to the signal ratio; also: % is scaled to controls: 0 for no effect and ±100 for the full control effect
# Target sequence (Q9NR56 whole entry, looked up): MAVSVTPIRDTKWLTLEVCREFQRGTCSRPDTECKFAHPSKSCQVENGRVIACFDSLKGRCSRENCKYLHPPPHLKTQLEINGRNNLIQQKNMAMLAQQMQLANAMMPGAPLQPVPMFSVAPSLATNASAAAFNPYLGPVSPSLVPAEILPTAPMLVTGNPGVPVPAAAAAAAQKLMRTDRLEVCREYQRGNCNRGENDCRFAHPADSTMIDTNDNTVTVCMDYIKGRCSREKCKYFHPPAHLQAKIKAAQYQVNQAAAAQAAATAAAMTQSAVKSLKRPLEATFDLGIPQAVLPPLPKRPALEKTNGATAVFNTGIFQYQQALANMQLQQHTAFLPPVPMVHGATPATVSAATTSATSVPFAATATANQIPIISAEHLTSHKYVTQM
#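 His-tagged MBNL1 binding to biotinylated (CUG)12 RNA was measured by TR-FRET using terbium anti-His antibody (0.055 ng/ul final) and streptavidin-XL665 (5 nM final). Compounds were titrated 92 nM to 58 uM; 60 min at room temperature.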
# RORg inh – ROR gamma (mouse) transcription inhibition. Potency, µM (series often up to 53.6 µM), for inactives: at the top dose activity change, negative = inhibition, hits mostly inhibitors. 310,000 compounds, 5.4% hits. Drosophila S2 Gal4-RORgamma UAS-luciferase reporter, 20 h; also: % is scaled to controls: 0 for no effect and ±100 for the full control effect; nearly all actives have a fitted effect of over 60% in size
# Target sequence (P51450 whole entry, looked up, the tested form may be a part): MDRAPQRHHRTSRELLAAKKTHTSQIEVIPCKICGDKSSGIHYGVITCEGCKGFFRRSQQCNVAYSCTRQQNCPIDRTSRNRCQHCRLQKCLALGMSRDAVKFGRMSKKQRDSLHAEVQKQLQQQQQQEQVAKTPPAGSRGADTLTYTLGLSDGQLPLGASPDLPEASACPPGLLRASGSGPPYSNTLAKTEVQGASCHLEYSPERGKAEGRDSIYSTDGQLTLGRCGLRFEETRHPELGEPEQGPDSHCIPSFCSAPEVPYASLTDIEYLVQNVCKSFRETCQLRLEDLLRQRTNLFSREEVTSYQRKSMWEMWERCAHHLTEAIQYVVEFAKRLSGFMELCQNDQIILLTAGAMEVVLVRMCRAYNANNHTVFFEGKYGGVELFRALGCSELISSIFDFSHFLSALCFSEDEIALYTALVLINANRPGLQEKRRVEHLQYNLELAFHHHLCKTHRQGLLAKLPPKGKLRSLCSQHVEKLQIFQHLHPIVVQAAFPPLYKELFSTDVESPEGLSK
#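 Using a luciferase readout, inhibitors were identified by reduced reporter activity in Drosophila cells coexpressing a copper-inducible Gal4–ROR gamma fusion and UAS-driven Photinus luciferase, incubated 20 hr after 700 uM copper sulfate.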
# Rab9 promoter act – activates the Rab9 promoter. 320,000 compounds, 2.8% hits. Huh7 Rab9 promoter-luciferase reporter, luminescence, 24 h. Potency, µM (top dose mostly 9.22 µM), for the others: top-dose activation, negative = inhibition, most hits filed as activators. AID 485297; also: % of control where 0% means no effect; nearly all actives have a fitted effect of over 60% in size
#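 Measured in stably transfected Huh7 cells bearing a Rab9 promoter–luciferase construct: 24 h compound treatment at 37 °C, followed by luminescence detection.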
# BRCA1 expr act – BRCA1 expression activation; 380,000 compounds, 1.1% hits; MCF7-BRCA1-FFLuc reporter, luminescence, 48 h; response scale: scaled: vehicle 0%, 10 µM genistein 100%; Potency, µM (top dose mostly 46.1 µM), for inactives: at the top dose activation, usual class: activators; also: nearly all actives have a fitted effect of over 80% in size; some results filed as inactive show a strong effect at the top dose
#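 First, MCF7-BRCA1-FFLuc cells (2000/well) attach for 2 h; next, compounds are pin-added and incubated 48 h at 37 °C; finally, luciferase reagent is added and luminescence read after 15 min.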
# Numbers without * were called inactive; ? = inconclusive; . = no result given; & = joins results of further samples; [ ] = remark or other dose. Unless noted, calls follow the shape of the dose curve; as a rule, active = well fitted curve in the direction sought with a large enough effect; inconclusive = small, poorly fitted or top-dose-only effect, or another doubt; inactive = no such curve, though single readings can be large; an effect the other way counts as inactive or inconclusive. Potency is read from the fitted curve at half-maximal effect.
# The first 3 compounds, to show the layout:
molecule,NPC1 promoter act,p53 reactivator,MLL CXXC-DNA inh,FLuc modulator,ELG1 genotoxic,BRCA1 expr act,RORg inh,uPA surface inh,Rab9 promoter act,MBNL1 CUG block,VP16 counter
CCOc1ccccc1N(CC(=O)Nc1ccc(OC)cc1OC)S(=O)(=O)c1ccccc1,-6%,2%,1%,-4%,-9%,-58%,21%,-16%,1%,-2%,4%
O=C(c1ccc(F)cc1)N1CCN(c2ccc([N+](=O)[O-])c(N3CCCCC3)c2)CC1,-1%,-7%,1%,-4%,-5%,-2%,32%,-7%,0%,?,-2%
COc1ccc(/C=N/N=C2/NC(=O)C(CC(=O)O)S2)cc1OCc1ccc(Cl)cc1Cl (configuration not stated),0%,-3%,-2%,3%,2%,1%,?,0%,6%,-5%,-8%

# Main list (from the top)
molecule,NPC1 promoter act,p53 reactivator,MLL CXXC-DNA inh,FLuc modulator,ELG1 genotoxic,BRCA1 expr act,RORg inh,uPA surface inh,Rab9 promoter act,MBNL1 CUG block,VP16 counter
CCOc1ccccc1N(CC(=O)Nc1ccc(OC)cc1OC)S(=O)(=O)c1ccccc1,-6%,2%,1%,-4%,-9%,-58%,21%,-16%,1%,-2%,4%
O=C(c1ccc(F)cc1)N1CCN(c2ccc([N+](=O)[O-])c(N3CCCCC3)c2)CC1,-1%,-7%,1%,-4%,-5%,-2%,32%,-7%,0%,?,-2%
COc1ccc(/C=N/N=C2/NC(=O)C(CC(=O)O)S2)cc1OCc1ccc(Cl)cc1Cl (configuration not stated),0%,-3%,-2%,3%,2%,1%,?,0%,6%,-5%,-8%
CC(=O)CSc1nc2ccccc2o1,5%,?,4%,-16%,?,83%,-2%,2%,19%,-11%,-1%
C[C@@H](C(=O)Nc1ccc2ccccc2c1)[C@H]1C[C@]1(C)[C@H](NC(=O)OCc1ccccc1)c1ccccc1,-3%,6%,1%,0%,0%,-63%,25%&7%,?,-1%,-23%,-9%&-7%
Cc1ccc(OCCOc2cccc(/C=N/NC(N)=O)c2)cc1,2.8µM*,14%,16%,-15%,10%,?,-1%,-3%,?,2%,-11%
COc1ccc(CCN(C)C(=O)CNC(=O)c2ccc3c(c2)OCO3)cc1OC,-3%,15%,-6%,-1%,-2%,-3%,-21%,-1%,-1%,?,3%
O=S(=O)(NCc1ccc(F)cc1)c1ccc(-c2cnc(C3CC3)o2)cc1,3%,-6%,18%,1%&4%,-4%,-64%&-28%,37%,-13%,-9%,-1%,-5%
COc1cc(/C=N/NC(N)=S)cc(Br)c1OCc1ccccc1F,-9%,3%,-6%,-10%,-7%,-89%[inhibitor],1µM*,-9%,-10%,-6%,4.5µM*
CCC(=O)Oc1ccc(C2NC(=O)c3ccccc3O2)cc1OC (configuration not stated),0%,.,-7%,3%,-27%,10%,-6%,-1%,-6%,-10%,2%
COc1ccc2nc(SCC(=O)NCC3CCCO3)c(C#N)cc2c1 (configuration not stated),-1%,19%,15%,-1%,6%,19%,-32%,-2%,3%,?,7%
O=C(NCc1cccs1)c1ccccc1C(=O)NCc1cccs1,13%,1%,-1%,3%,0%,28%,12%,-4%,-2%,1%,-2%
N/C(=N\OC(=O)CCc1ccccc1)c1ccccc1Cl,7%,20%,-14%,24µM*,?,76%,22%,2%,28%,-1%,?
Cc1ccc(OCc2nnc(SCC(=O)Nc3sc(C)c(C)c3C#N)n2C)cc1,0%,2%,8%,1%,13%,8%,7%,0%,1%,3%,-3%
O=C1CSC(c2cccc([N+](=O)[O-])c2)N1c1ccccc1 (configuration not stated),-2%,14%,4%,-1%,10%,0%,3%,0%,-2%,?,16%
CC1(C)Cc2nc3sc4c(=O)n(CC(=O)NCc5ccccc5)cnc4c3cc2CO1,-13%,7%,23%,?,10%,-46%,11%,.,-6%,-8%,-5%
CCCN(CCC)C(=O)NC1CC(=O)N(c2ccc(OC)cc2)C1 (configuration not stated),1%,-2%,3%,4%,0%,0%,-14%,5%,-2%,-8%,-1%
CCC(C)n1c(SCC(=O)Nc2ccccc2C(F)(F)F)nc2ccsc2c1=O (configuration not stated),-2%,6%,0%,4%,-2%,-32%,?,.,-3%,-5%,-15%
COc1cc(NC(=O)NCC2CCN(Cc3ccccc3F)CC2)cc(OC)c1,-1%,-2%,-1%,-2%,-2%,-20%,41%,2%,-5%,-4%,-2%
COc1ccc(S(=O)(=O)N(C)c2ccc(C(N)=O)cc2)cc1,-7%,-4%,2%,1%,-3%,0%,1%,.,1%,0%,9%
CCOC(=O)c1ccc2nc(C)c3c(c2c1)OC(C)C3 (configuration not stated),-3%,-13%,1%,3%,10%,-16%,-14%[0.365 µM],1%,1%,16%,.
C=CCN1C(=O)C2C(C(=O)NC3CCCC3)C3C=CC2(O3)C1C(=O)NC1CCCC1 (configuration not stated),-2%,-2%,11%,-2%,5%,-13%,-6%,2%,-5%,0%,-4%
CCOC(=O)N1CCN(S(=O)(=O)c2cc([N+](=O)[O-])ccc2C)CC1,2%,18%,4%,0%,9%,42%,24%,0%,-6%,?,1%
COc1cccc(CN(C(=O)c2cc3ccccc3oc2=O)C2CC2)c1,12%,10%,1%,?,0%,55%,?,-1%,23%,8%,1%
O=C(COC(=O)c1cc(Cl)ccc1[N+](=O)[O-])Nc1cccc2ccccc12,-2%,-2%,2%,?,2%,-19%,9%,2%,0%,?,5%
CCN(CC)C(=O)COc1cc(C)c(Cl)c(C)c1,-5%,0%,-9%,1%,0%,7%,10%,1%,-4%,?,0%
COC(=O)C1(Cc2ccc(O)cc2)OC(=O)C(O)=C1c1ccc(O)cc1 (configuration not stated),-2%,2%,14%,?,-1%,1%,-10%,3%,-1%,?,3%
O=C(Cc1ccc(-n2cccc2)cc1)N1CCN(c2ccccc2F)CC1,1%,-13%,-1%,6%,-5%,-1%,28%,2%,0%,7%,-6%
CCC(C)NC(=O)CS(=O)Cc1nc(-c2ccccc2C)oc1C (configuration not stated),-3%,-4%,4%,0%,1%,-4%,-2%,-3%,-7%,1%,4%
CCn1c(-c2ccc[nH]c2=O)nc2ccccc21,-2%,-4%,-3%,6%,0%,1%,28%,-10%,-6%,-2%,2%
CN(C)CC(C)(C)CNS(=O)(=O)c1cccc2nsnc12,-2%,-3%,15%,-1%,0%,-26%,-2%,3%,-6%,?,-5%
CN(C)C=NC(=O)c1cn(-c2ccc(F)cc2)c(=O)c2ccccc12,-4%,-2%,-3%,-1%,-9%,6%,30%,3%,-2%,.,13%
COc1ccc(-c2csc(-c3cccs3)n2)c(OC)c1,?,?,26%,3.4µM*,2.1µM*,74%,-9%,6%,1.3µM*,16%,9%
Cc1cccc(NC(=O)Cn2c(=O)n(C)c3ccccc32)c1,-1%,21%,2%,7%,1%,-2%,12%,2%,-2%,?,4%
CCN(CCNC(=O)C1CCCN(S(=O)(=O)CC)C1)c1ccccc1 (configuration not stated),-1%,-5%,-4%,12%,0%,-18%,?,-2%,10%,-5%,-14%
CCCn1nc(-c2nnc(-c3ccc(C)c(C)c3)o2)c2ccccc2c1=O,-1%,-4%,12%,-2%,1%,1%,24%,.,-11%,-1%,-4%
COc1ccc(NC(=O)C(Br)C(C)C)cc1 (configuration not stated),-2%,-2%,4%,-4%,0%,16%,4%,-5%,-3%,-2%,27%
CCOC(=O)c1ccc(NC(=O)c2ccc3c(c2)OCO3)cc1,27%,16%,2%,?,0%,74%,45%,1%,?,4%,2%
Cc1c(/C(O)=C2/C(=O)C(=O)N(Cc3cccnc3)C2c2cccs2)cnn1-c1ccccc1 (configuration not stated),?,?,3%,-2%[2.3 µM],?,67%,-7%,0%,3.5µM*,?,-26%
COc1cccc(NC(=O)CSc2nnc(-c3ccc(C)cc3)o2)c1,17%,?,-1%,-2%,10µM*,?,?,?,?,69%[activator],13µM*
O=C(NC1CCCCC1)C(c1cccs1)N(CC1CCCO1)C(=O)c1csnn1 (configuration not stated),11%,-7%,-6%,4%,-6%,-20%,8%,.,5%,-8%,-5%
CC(=O)Nc1ccc(NC(=O)Cn2c(=O)n(-c3ccc(F)cc3)c(=O)c3oc4ccccc4c32)cc1,0%,-5%,-5%,-3%,-5%,-25%,13%,5%,0%,10%,2%
O=C(O)/C=C/c1ccc(-c2cccc(C(F)(F)F)c2)o1,-2%,5%,17%,?,5%,37%,26%,8%,-2%,1%,-12%

# The list is partial; the hit share may differ from the screen's.
